Salmonella PhoP GFP: inhibitors of PhoP regulon expression, primary screen, Salmonella Typhimurium, GFP reporter (AID 1863) | S. Typhimurium PhoP-regulated promoter GFP reporter, 4 h; higher % means a stronger effect | inhibition, % at 50 µM; hits with a dose series show IC50 in µM | 300,000 tested, 0.16% active;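 active means inhibition over 29.93%, a cutoff 3 SD above the screen mean, later confirmed by dose response; inconclusive means inhibition over 29.93% but no dose response follow-up; inactive means inhibition at most 29.93% or unconfirmed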;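 further: 0% = low Mg2+ inducing control and 100% = high Mg2+ repressing control; strong numbers were not always called active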
Myeloid diff MLP: compounds promoting myeloid differentiation; ER-HoxA9 myeloid progenitors, lysozyme-GFP differentiation, flow cytometry; calls only at 10 µM; 360,000 tested, 1% active; AID 624256;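 active means normalized GFP-positive differentiation at or above the plate's own cutoff, the solvent-only control mean plus 3 SD; inconclusive means no clear call, values can overlap the other calls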;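 further: cells exposed to compound for four days before flow analysis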
NTR1 ag: agonists of NTR1, primary screen, imaging, U2OS cells, beta-arrestin-GFP, high content (AID 493036); P30989; NTR1-U2OS beta-arrestin-GFP spot imaging, agonist mode; activation, % at 20 µM; 330,000 tested, 0.17% active;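 active means activation at or above 40% of the spot to cytoplasm intensity ratio, with at least 20 cells analyzed; inconclusive means wells under 20 cells, flagged as cytotoxic or low count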;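 further: 0% = DMSO without peptide and 100% = 100 nM NTR1 peptide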
Target sequence (P30989 whole entry, looked up): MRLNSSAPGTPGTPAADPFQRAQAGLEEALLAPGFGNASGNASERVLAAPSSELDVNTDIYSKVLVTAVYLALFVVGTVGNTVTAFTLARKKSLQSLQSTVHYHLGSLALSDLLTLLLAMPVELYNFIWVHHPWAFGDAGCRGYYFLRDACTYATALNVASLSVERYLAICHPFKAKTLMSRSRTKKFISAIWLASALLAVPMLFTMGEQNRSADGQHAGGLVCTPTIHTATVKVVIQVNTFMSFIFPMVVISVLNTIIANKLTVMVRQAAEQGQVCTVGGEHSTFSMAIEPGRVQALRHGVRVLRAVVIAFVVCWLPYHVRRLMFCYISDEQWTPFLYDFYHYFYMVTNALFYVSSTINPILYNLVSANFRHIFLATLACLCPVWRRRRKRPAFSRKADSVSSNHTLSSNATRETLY
RSV antiviral HEp-2: inhibition of RSV-induced cytopathic effect – HEp-2 cells, primary 10 µM value included (AID 2391) | 310,000 tested, 0.13% active | CPE inhibition, % at 10 µM, or IC50 in µM where a hit was titrated | HEp-2 cells, RSV-induced CPE inhibition; higher % means a stronger effect; in the data active means a potency from the dose series; inconclusive means CPE inhibition mostly from about 23% at the one dose, without a potency; inactive means the rest, 99 in 100 with CPE inhibition below about 21%; further: strong numbers were not always called active
SV40 large T antigen: SV40 large T antigen inhibitors, biochemical (AID 1903) | SV40 large T antigen ATPase/helicase inhibition assay; higher % means a stronger effect | 310,000 tested, 0.39% active | inhibition, % at 20 µM, or IC50 in µM where a hit was titrated; in the data active means a potency from the dose series; inconclusive means inhibition mostly from about 32% at the one dose, without a potency; inactive means the rest, 99 in 100 with inhibition below about 32%; further: strong numbers were not always called active
T cell modulator: T cell immune modulation candidate | 2C CD8+ T cell-vesicle binding, flow cytometry; hits give low values | calls only at 7 µM | 330,000 tested, 0.068% active | AID 2052;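 active means response, share of CD8 T cells binding vesicles, and their 90th percentile fluorescence all below set limits, cut at about 80% in these data, passing the limit was not always enough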
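Incubation: binding step 1.5 h, 37 °C, antibody labelling 20 min, ice; system: murine 2C transgenic CD8+ T lymphocytes; technique: cytometric PE anti-B7-1 and Alexa647 anti-CD8 signals after 1% paraformaldehyde fixation; also added: QL9-charged Drosophila Ld/ICAM-1/B7-1 vesicles; control set: naked versus QL9-loaded vesicles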
TNAP activation fold: human TNAP enzyme activators, primary screen, biochemical, luminescent, no phosphate acceptor, uHTS (AID 1001) | purified TNAP, luminescent activation assay, no phosphate acceptor; higher activation fold means a stronger effect | 200,000 tested, 0.03% active | activation fold at 20 µM; hits with a dose series show EC50 in µM; in the data active means activation fold from about 3, or a potency from the dose series; inactive means the rest, 99 in 100 with activation fold below about 1.6; further: many of its hits are not listed in these tables
MgcRacGAP inhibition: MgcRacGAP GTPase-activating activity inhibitors, confirmation, biochemical, ADP Hunter fluorescence. MgcRacGAP-stimulated Rac1 GTP hydrolysis, ADP Hunter fluorescence; higher % means a stronger effect; GST-tagged Rac1 F28L mutant substrate. inhibition, % at 30 µM, or IC50 in µM where a hit was titrated. 340,000 tested, 0.6% active;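 active means first-screen hits whose inhibition reached a set limit at any dose in the follow-up dose series; inconclusive means inhibition above the set first-screen limit but never retested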;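 further: fluorescence reports GDP produced by GAP-driven GTP hydrolysis; strong numbers were not always called active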
K1F lysis inhibition: protection from phage-mediated lysis, alamar blue read-out – E. coli UTI89, K1F phage, bacterial capsule biogenesis inhibitors (AID 488966) | inhibition, % at 100 µM; hits with a dose series show IC50 in µM | 340,000 tested, 0.02% active | E. coli UTI89 K1F phage lysis, alamar blue, 2 h; higher % means a stronger effect;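 active means phage lysis inhibition, versus mean bacterial control, above a set limit; inconclusive means no clear call, values can overlap the other calls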;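 further: capsule biogenesis inhibitors block K1F phage lysis so surviving cells raise fluorescence; higher fluorescence means more inhibition of phage lysis; actives were called in the ten point dose series up to 300 µM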
T cell modulator vesicle-bound %: also measured in T cell modulator; calls as there; double positive events, %; measured here: CD8+ vesicle-bound cell fraction;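 binding gate set so that unloaded-vesicle control wells show 10% double positive cells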
NTR1 ag cell count 20 µM: second read-out of NTR1 ag, no call of its own (marks repeat the call); cell count; measured here: cell count, cytotoxicity flag
Myeloid diff MLP GFP+ MAC1+ %: recorded beside Myeloid diff MLP, whose call it bears; GFP+ MAC1+ double positive, %; measured here: differentiation confirmed by MAC1 staining
Starred values were filed as active, the others as inactive; i = inactive; ? = inconclusive; . = no result given; [ ] = another dose, or the depositor's remark.

SMILES	Salmonella PhoP GFP	Myeloid diff MLP	Myeloid diff MLP GFP+ MAC1+ %	NTR1 ag	NTR1 ag cell count 20 µM	RSV antiviral HEp-2	SV40 large T antigen	T cell modulator	T cell modulator vesicle-bound %	TNAP activation fold	MgcRacGAP inhibition	K1F lysis inhibition
Cc1ccc(S(=O)(=O)NC(=O)Nc2c(C)n(C)n(-c3ccccc3)c2=O)cc1	-2.0%	i	2.2	-1.3	36	0.5%	8.0%	i	49.1	0.9	4.1%	3.5%
COc1ccc(OC)c(NC(=O)CNC(=O)Cn2c(C)cc3ccccc3c2=O)c1	1.2%	i	1.7	-0.7	92	2.7%	2.6%	i	17.7	0.9	-5.8%	-0.6%
CCN(C(=O)CN1C(=O)S/C(=C\c2cccc(Cl)c2)C1=O)C1CCS(=O)(=O)C1 (centres undefined)	3.4%	i	1.7	1.3	47	-0.3%	7.3%	i	2.7	.	10.8%	3.0%
CCCCn1c(N)c(N(CC)C(=O)c2cccc(C)c2)c(=O)[nH]c1=O	6.0%	i	0.8	-0.6	46	0.1%	-18.8%	i	20.4	.	1.7%	0.7%
S=c1[nH]nc(-c2cc3c(s2)-c2ccccc2CC3)o1	-15.1%	i	0.9	0.6	42	?	18.6%	i	53.6	0.9	21.8%	-0.6%
CC1(C)NC(=O)N(CCCOc2ccc3c(c2)CCC3)C1=O	-2.1%	i	6.2	0.3	72	-1.1%	-4.3%	i	15.2	1.1	-4.2%	2.0%
O=C(/C=C/Nc1ccc(S(=O)(=O)Nc2cnc3ccccc3n2)cc1)c1ccccc1	13.1%	i	0.8	-0.6	54	0.8%	11.4%	i	27.9	.	7.8%	0.3%
CCOC(=O)C1=C(C)NC(=O)C(C(N)=O)C1c1ccccc1 (centres undefined)	-9.3%	i	0.6	16.6	99	1.9%	-1.2%	i	11.2	1.1	9.1%	1.0%
O=C(Nc1ccccc1Oc1ccccc1)C1CCCC1	5.9%	i	0.3	0.1	51	0.2%	1.4%	i	44.7	1.1	3.0%	1.8%
Cc1ccc(NC(=O)N2CCC(C(N)=O)CC2)cc1	-7.4%	i	0.2	0.4	57	-0.1%	11.3%	i	30.8	1.1	16.2%	-0.1%
Cc1ccc(-c2nc3ncccn3c2NC2CCCCC2)o1	10.0%	i	1.0	-1.1	82	0.4%	25.9µM*	i	50.1	1	14.9%	2.1%
O=S(=O)(c1ccc2nc(-c3ccccc3)[nH]c2c1)N1CCN(c2ccc(Cl)cc2)CC1	-7.5%	i	1.2	37.9	66	1.9%	-0.5%	i	42.6	1	9.5%	0.3%
CCc1nc(NCc2ccccn2)c2oc3ccccc3c2n1	-5.8%	i	0.7	4.5	32	1.4%	4.7%	i	17.0	1	11.2%	1.5%
CCOCCCNC(=O)NC(=O)CN1CCN(S(=O)(=O)c2ccc3c(c2)OCCO3)CC1	-6.3%	i	0.4	1.0	73	-0.1%	6.5%	i	43.7	1.1	7.9%	0.0%
C=C1C(=O)O[C@H]2C1CC[C@@](C)(O)C13C=CC(C)(C21)C1(C3)C(=O)O[C@@H]2C3C(C)=CCC3[C@](C)(O)C[C@H](OC(C)=O)C21 (some centres undefined)	-8.9%	i	1.0	-0.3	88	0.8%	14.5%	i	19.5	1	1.6%	-0.4%
CC(C)CN(C(=O)CN1CCC(C)CC1)c1c(N)n(CC(C)C)c(=O)[nH]c1=O	-0.4%	i	0.7	-0.3	46	-1.0%	-2.0%	i	25.3	1.1	2.5%	0.1%
COc1ccc2nc(Nc3nc(C)c(CCC(C)C)c(=O)[nH]3)nc(C)c2c1	-5.0%	i	0.5	4.8	80	9.2%	26.2%	i	58.7	1.4	3.1%	6.7%
O=C(CN1CCOCC1)N1CCN(c2ccc([N+](=O)[O-])cc2)CC1	-0.8%	i	1.2	0.5	48	2.5%	7.9%	i	43.3	0.9	0.7%	-0.3%
CCOc1ccccc1Nc1nnc(SCC(=O)NC2CC2)s1	.	i	0.5	3.1	64	.	.	i	39.6	.	6.4%	0.8%[50 µM]
CC(C)[C@H](NC(=O)C1CCN(S(=O)(=O)c2ccc(F)cc2)CC1)C(=O)NCc1ccncc1	0.9%	i	0.9	1.0	50	2.0%	3.9%	i	7.8	.	7.7%	0.1%
O=c1cc(-c2ccccc2)nc(/C=C/c2ccccc2)[nH]1	-2.6%	i	0.1	8.6	60	0.7%	12.9%	i	25.8	.	7.8%	0.4%
N#Cc1nc(COc2ccccc2)oc1NCCN1CCOCC1	0.8%	i	0.4	7.8	81	-0.1%	5.9%	i	29.2	1.1	2.0%	1.2%
CN1CCC(OC(=O)c2ccccc2)CC1	.	i	0.5	1.1	74	0.0%	22.7%	i	17.4	.	-5.9%	-0.4%
Cc1ccc(S(=O)(=O)NCC(=O)OCc2nnc(-c3ccccc3)o2)cc1	-1.1%	i	0.0	1.2	54	1.6%	6.7%	i	31.4	.	7.0%	1.2%[50 µM]
CCOc1ccc(NC(=O)C(=O)NCC2CCCN2CC)cc1 (centres undefined)	4.2%	i	7.9	-0.7	44	0.1%	0.9%	i	14.1	1.1	2.6%	4.3%
Other structures follow.
SMILES	Salmonella PhoP GFP	Myeloid diff MLP	Myeloid diff MLP GFP+ MAC1+ %	NTR1 ag	NTR1 ag cell count 20 µM	RSV antiviral HEp-2	SV40 large T antigen	T cell modulator	T cell modulator vesicle-bound %	TNAP activation fold	MgcRacGAP inhibition	K1F lysis inhibition
COC(=O)c1c(Cl)c2n3ccccc3c(C)c(-c3ccccc3)c-2c1C(=O)OC	-12.7%	i	0.9	0.9	56	11.9%	7.0%	i	47.9	1	-12.2%	-0.2%
COc1ccc(S(=O)(=O)Nc2ccc3c(c2)COC3=O)cc1OC	5.6%	i	0.9	-0.9	75	0.2%	-0.5%	i	3.5	1	5.0%	-0.3%
CN(C)C(=S)NCc1ccccc1	4.4%	i	0.9	1.0	46	2.7%	2.5%	i	55.3	1.1	-1.3%	0.2%
Cc1ccc(-c2nnc(Nc3ccccc3)o2)cc1	-3.1%	i	0.8	-0.3	46	0.1%	-1.1%	i	7.4	1.1	4.3%	2.3%
O=C(CN1C(=O)c2ccccc2S1(=O)=O)NC1CC2CCC1C2 (centres undefined)	13.9%	i	2.3	1.8	78	0.4%	5.6%	i	45.3	1.1	1.6%	8.5%
O=C(Nc1ccncc1)Nc1ccc(F)cc1	16.2%	?	.	0.4	57	1.2%	5.3%	i	52.7	.	-3.3%	0.5%
CCn1c(SCC(=O)c2c(N)n(C3CC3)c(=O)[nH]c2=O)nc2cc(S(N)(=O)=O)ccc21	.	i	0.3	-1.1	82	2.6%	.	i	34.7	.	5.0%	0.7%[50 µM]
Cc1cc(N2CC(C(=O)NCc3cccs3)CC2=O)ccc1C(C)C (centres undefined)	-8.4%	i	0.4	2.4	82	4.6%	17.1%	i	16.0	1	-1.2%	6.9%
Cc1ccc(OCC(=O)c2cc(C)n(Cc3cccs3)c2C)c([N+](=O)[O-])n1	-0.9%	i	1.3	3.0	58	1.4%	4.5%	i	25.9	1	9.5%	0.9%
CC(=O)N(Cc1ccccc1)Cc1cn(CCC#N)nc1-c1cccc([N+](=O)[O-])c1	-9.4%	i	0.4	1.0	45	-0.5%	5.1%	i	50.2	1.1	0.8%	-0.7%
CCOC(=O)CNC(=O)c1cnc(Nc2ccccc2OC)c2ccccc12	4.6%	i	1.1	2.1	95	1.5%	-13.7%	i	60.7	.	9.9%	0.2%
COc1ccc(C(C(=O)NC2CCCC2)N(C(=O)Cc2cccs2)C2CC2)cc1OC (centres undefined)	-6.5%	i	0.2	0.0	50	1.7%	7.0%	i	32.9	.	1.2%	0.1%
COC(=O)c1cccc(NC(=O)CCNC(=O)c2ccc([N+](=O)[O-])cc2)c1	2.2%	i	1.1	0.7	61	2.9%	5.2%	i	53.2	1.1	8.2%	2.3%[50 µM]
Cc1ccccc1N1CCN(c2ccc(NC(=O)C3CCCCC3C(=O)O)cc2)CC1 (centres undefined)	-4.2%	i	0.9	5.1	76	?	18.1%	i	31.7	1	12.1%	3.6%
CCn1c(=O)c([N+](=O)[O-])c(NC2CCS(=O)(=O)C2)c2ccccc21 (centres undefined)	-5.4%	i	0.3	1.6	34	1.5%	3.0%	i	55.0	.	6.7%	0.5%
C=C[C@]1(C)C=C2CCC3[C@](C)(CCC[C@@]3(C)C(=O)O)C2CC1 (some centres undefined)	14.5%	i	1.3	-2.3	105	.	25.3%	i	39.2	.	10.9%	-7.0%
COc1ccc(-c2cc(C(F)(F)F)n3nc(C(=O)N4CCN(C(=O)c5ccco5)CC4)cc3n2)cc1	.	i	2.3	1.8	67	2.8%	.	i	9.2	.	-2.2%	-0.3%
CC(C(=O)Nc1ccc(OCc2ccccc2)cc1)N1CCCC1 (centres undefined)	8.6%	i	0.2	-1.5	67	-2.6%	9.7%	i	5.4	1	4.4%	0.5%
CCn1c(=O)c([N+](=O)[O-])c(NCc2ccco2)c2ccccc21	-9.8%	i	0.4	1.4	58	.	10.6%	i	25.6	.	.	.
OCC[C@@H]1C[C@H](O)[C@@H](O)[C@@]2(CCCCO2)O1	.	i	2.6	0.8	79	0.9%	12.7%	i	30.5	.	7.8%	0.6%
Cc1cc(C)cc(C(=O)NN2CCOCC2)c1	-4.2%	i	0.5	0.8	44	3.2%	8.8%	i	57.6	1.4	0.6%	0.2%
CCOC(=O)N1CCN(c2c(N3CCN(c4ccccc4F)CC3)c(=O)c2=O)CC1	-9.5%	i	0.4	-0.3	55	1.1%	11.0%	i	27.8	.	0.6%	0.0%
Cc1ccsc1-c1cc(C(=O)O)c2c(ccc3ccccc32)n1	-2.2%	i	0.6	0.7	62	2.5%	12.2%	i	34.2	.	6.2%	-0.3%
C=C(C)C(=O)Nc1cccc(C2=NOC3(C2)C[C@H](C(N)=O)N(C(=O)/C=C/C)C3)c1 (some centres undefined)	-0.5%	i	2.6	-2.6	34	1.9%	3.7%	i	8.5	.	-5.8%	1.6%
CCOc1cc(NC(=S)NCCCN2CCOCC2)c(OCC)cc1NC(=O)c1ccco1	-2.2%	i	0.4	1.5	49	0.5%	4.9%	i	18.5	.	5.4%	1.3%
COc1ccccc1C(=O)NCCNc1ccc([N+](=O)[O-])cc1Cl	-9.6%	i	0.5	-0.3	62	2.7%	8.0%	i	49.4	.	7.6%	-0.5%

Source: PubChem BioAssay (several laboratories)
